From PubChem
TcdB inh – blocks C. difficile toxin B glycohydrolase activity. TcdB glycohydrolase enzymatic assay, plate reader. P18177. 0.24% of 350,000 active. AID 652162. inhibition, % at 9.99 µM; in the data active = inhibition above about 10%
BoNT A protease – BoNT A light chain protease inhibition | multiplex microsphere protease substrate cleavage, flow cytometry | inhibition, % at 10 µM | 0.17% of 360,000 active; also: plate controls were buffer without enzyme for full effect and enzyme alone for no effect
CCHF vOTU inh – CCHFV vOTU protease inhibition | Pep-AMC fluorescence | inhibition, % at 11.5 µM | 0.55% of 370,000 active | AID 651958; in the data active = inhibition above about 30%; also: 0% = vehicle wells with enzyme and 100% = no enzyme wells
BoNT F protease – BoNT F light chain protease inhibition. inhibition, % at 10 µM. AID 588497. 0.22% of 360,000 active. Multiplex microsphere protease cleavage assay, flow cytometry; in the data active = inhibition above about 35%, passing the limit was not always enough; inconclusive = no clear call, values can overlap the other calls; also: plate controls were buffer without enzyme for full effect and enzyme alone for no effect
Yp Topo-I inh – inhibitors of Yersinia pestis topoisomerase I; Y. pestis Topo-I cleavage product accumulation, plate reader; activity, % at 10 µM; 0.064% of 360,000 active; AID 504884; in the data active = activity above about 50%, passing the limit was not always enough; inconclusive = no clear call, values can overlap the other calls; also: inactives centre near 2
PfHsp40 rescue – restores yeast growth despite PfHsp40 toxicity. growth rescue, % at 12.5 µM. S. cerevisiae expressing PfHsp40, growth rescue, ATP luminescence. 0.68% of 340,000 active; in the data active = growth rescue above about 28%, passing the limit was not always enough; inconclusive = no clear call, values can overlap the other calls;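 also: yeast W303a lacking pdr1 and pdr3 grown in galactose medium; growth measured after three days at 30 °C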
FadD28 FP inh – M. tuberculosis FadD28 bisubstrate binding inhibition | FadD28 bisubstrate probe binding, fluorescence polarization | inhibition, % at 12.5 µM | 0.22% of 360,000 active | AID 588549; in the data active = inhibition above about 8.5%, passing the limit was not always enough; inconclusive = no clear call, values can overlap the other calls
Anthrax LF inh2 – blocks Bacillus anthracis lethal factor protease. 0.12% of 360,000 active. AID 588501. inhibition, % at 10 µM. P15917. multiplex microsphere protease cleavage assay, LF; also: plate controls were buffer without enzyme for full effect and enzyme alone for no effect
Target sequence (P15917 whole entry, looked up): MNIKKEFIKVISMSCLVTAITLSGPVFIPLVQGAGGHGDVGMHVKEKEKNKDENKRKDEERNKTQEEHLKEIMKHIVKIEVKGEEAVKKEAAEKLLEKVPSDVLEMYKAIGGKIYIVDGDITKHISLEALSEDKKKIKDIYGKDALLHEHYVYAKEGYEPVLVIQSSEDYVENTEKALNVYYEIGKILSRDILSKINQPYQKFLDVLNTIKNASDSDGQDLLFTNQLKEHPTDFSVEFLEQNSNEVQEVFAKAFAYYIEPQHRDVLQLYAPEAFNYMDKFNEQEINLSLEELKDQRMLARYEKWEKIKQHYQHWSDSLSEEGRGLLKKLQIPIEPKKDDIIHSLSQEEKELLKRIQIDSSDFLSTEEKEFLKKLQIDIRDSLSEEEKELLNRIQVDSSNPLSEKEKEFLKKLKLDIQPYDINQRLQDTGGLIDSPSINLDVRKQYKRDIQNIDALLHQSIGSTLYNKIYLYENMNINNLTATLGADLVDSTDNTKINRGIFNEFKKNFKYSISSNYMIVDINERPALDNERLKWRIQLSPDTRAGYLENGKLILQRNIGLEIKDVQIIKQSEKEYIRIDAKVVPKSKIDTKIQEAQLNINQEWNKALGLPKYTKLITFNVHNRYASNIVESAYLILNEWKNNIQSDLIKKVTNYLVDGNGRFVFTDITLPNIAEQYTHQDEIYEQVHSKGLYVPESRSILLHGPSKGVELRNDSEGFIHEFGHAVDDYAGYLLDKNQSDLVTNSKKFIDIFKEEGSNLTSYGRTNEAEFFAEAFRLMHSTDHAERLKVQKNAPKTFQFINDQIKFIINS
PrPC surface inh – inhibitors of human cell surface prion protein PrPC; P04156; TR-FRET read-out; inhibition, % at 13.8 µM; 0.43% of 370,000 active; AID 720596; in the data active = inhibition above about 24%; also: 0% = median of the test wells and 100% = reference compound wells
Active calls of the source: *; ? = inconclusive; nt = no result given. Rule as the data show it, unless noted: active = inhibition above about 30%; inconclusive = no clear call, values can overlap the other calls; inactive = below that.

Structure	TcdB inh	BoNT A protease	CCHF vOTU inh	BoNT F protease	Yp Topo-I inh	PfHsp40 rescue	FadD28 FP inh	Anthrax LF inh2	PrPC surface inh
O=C(CN1CCN(S(=O)(=O)c2ccccc2[N+](=O)[O-])CC1)NC(=O)NCc1ccco1	-0.4	-0.3	6	-6	-3	0.6	-5.7	-3	3
Cc1ccc2cc(CN(CC(C)C)C(=O)C3CCCO3)c(=O)[nH]c2c1 (stereo not given)	nt	0.8	-3	-4	-4	-0.2	-4.7	-7	-2
Cc1ccc(C(=O)O)cc1S(=O)(=O)N1CCSCC1	nt	1.2	-7	4	-3	-1.9	-0.4	2	0
O=C(Nc1ccc(NC(=O)C2CC2)cn1)c1ccccc1	0.8	0.1	3	2	1	-0.9	-2.2	-2	-1
Cc1cccc(NC(=O)c2ccccc2OCC(=O)c2ccccc2)c1	nt	0.4	17	-3	9	1.0	-0.4	-5	0
Cc1ccc(N(CC(=O)N2CCCC2)S(C)(=O)=O)cc1C	0.0	1.5	-8	?	4	-0.9	-0.5	-13	2
Cc1cccc(N2C(=O)CC(NNc3nc4ccccc4s3)C2=O)c1 (stereo not given)	-1.9	0.2	-1	-7	3	-0.1	1.6	0	9
Cc1cc(C(=O)OCC(=O)N2CCN(c3ccccc3)CC2)c2ccccc2n1	nt	0.8	11	-19	-5	-0.3	-1.3	-2	-5
Cc1ccc(C)c(C(=O)CCC(=O)NNC(=O)Cn2nc(C)cc2C)c1	0.9	-26	0	-47	-6	-1.4	-1.1	-11	-5
COc1ccc(NC(=O)C2CCCN(S(=O)(=O)c3ccc4c(c3)oc(=O)n4C)C2)cc1OC (stereo not given)	1.2	0.2	11	0	2	1.4	1.7	2	-4
Cc1ccc(COc2cccc3c2CCN(Cc2ccc(F)cc2)C3=O)cc1	nt	-0.7	6	-4	-4	1.0	-3.5	-2	12
CNS(=O)(=O)c1cc(S(=O)(=O)NC)c2cccc3c2c1NC3=O	1.5	-7.1	-38	0	-5	0.4	-1.3	-5	-37
COc1ccc(OC)c(S(=O)(=O)NC2CCSc3ccccc32)c1 (stereo not given)	-0.2	0.1	3	-6	22	-0.4	-0.2	4	3
CN(C)S(=O)(=O)c1ccc(N2CCCC2)c(C(=O)NNC(=O)c2ccc(F)cc2)c1	0.8	-0.6	6	2	-1	-2.4	-1.8	-11	0
O=C(CSc1nc(-c2ccco2)cc(C(F)(F)F)n1)Nc1cccnc1	nt	0.7	7	-6	5	-1.2	-4.9	0	4
CCN(CC)C(=O)NC1CC(=O)N(c2ccc(OC)cc2)C1 (stereo not given)	-1.0	1.1	-7	-3	2	-0.2	0.6	-1	6
Cc1c(C)c2ccc(OC(C)C(=O)NC3CCN(Cc4ccccc4)CC3)cc2oc1=O (stereo not given)	2.7	0.5	-26	4	11	1.4	-3.3	2	-1
Cc1noc(C)c1S(=O)(=O)Nc1ccc(C(=O)N2CCN(c3ccc(F)cc3)CC2)cc1	-0.2	-0.3	-15	2	-3	0.8	-1.3	-3	6
Cc1ccc(S(=O)(=O)N2CCN(C(=O)c3cccs3)CC2)cc1	0.3	-0.8	-14	-6	7	-0.3	-1.7	-6	1
O=C(Nc1ccccc1)c1ccc(N2CCN(c3ccccn3)CC2)c(S(=O)(=O)N2CCOCC2)c1	nt	-1.0	-3	-1	1	1.9	-0.9	-2	-3
CCOc1ccc(NC(=O)COC(=O)c2cc([N+](=O)[O-])ccc2N2CCOCC2)cc1	-0.7	0.4	23	1	-4	0.4	-0.4	7	-22
Cc1cccc(S(=O)C(c2ccccc2)c2ccccc2)c1 (stereo not given)	-2.6	-0.4	4	-2	24	-2.9	0.0	-3	-8
COc1cc2c(cc1OC)C(C(=O)N1CCOCC1)C(c1cccs1)N(C)C2=O (stereo not given)	nt	-0.8	3	-2	5	1.5	1.0	-2	-4
C=CC[C@@H](CC(=O)N(CCO)Cc1ccccc1)C(=O)N[C@H](COC(=O)[C@@H](CC=C)Cc1ccc(F)cc1)Cc1c[nH]c2ccccc12	-1.6	0.4	14	-9	-4	0.7	-1.0	-4	2
O=C(/C=C\c1cccs1)c1c(O)ccc2ccc(=O)oc12	nt	-0.3	7	0	-2	1.0	-3.8	0	-15
COc1cc(C(=O)OCC(=O)Nc2ccc(C(C)=O)cc2)ccc1OCC(=O)N1CCOCC1	-0.5	-0.7	-3	-5	-15	-1.2	-2.4	-1	0
COc1ccc(/C=N/n2c(SC)nnc(C(C)(C)C)c2=O)cc1	nt	0.3	-3	0	-1	-0.3	1.4	-3	4
CCn1c2ccccc2c2nnc(SCC(=O)OCN3C(=O)c4ccccc4C3=O)nc21	nt	-0.8	6	-2	0	-1.7	0.0	-6	-4
O=C(OCc1nc2ccsc2c(=O)[nH]1)c1ccccc1	5.7	0.5	-6	-10	0	-2.0	1.2	-1	0
O=C(COC(=O)c1ccc[nH]c1=O)Nc1ccc2c(c1)OC(F)(F)O2	0.0	0.1	-9	0	-4	-0.4	-2.6	-2	4

Filtered by structure: the entries above with two or more sulfur atoms (4)
Structure	TcdB inh	BoNT A protease	CCHF vOTU inh	BoNT F protease	Yp Topo-I inh	PfHsp40 rescue	FadD28 FP inh	Anthrax LF inh2	PrPC surface inh
Cc1ccc(C(=O)O)cc1S(=O)(=O)N1CCSCC1	nt	1.2	-7	4	-3	-1.9	-0.4	2	0
CNS(=O)(=O)c1cc(S(=O)(=O)NC)c2cccc3c2c1NC3=O	1.5	-7.1	-38	0	-5	0.4	-1.3	-5	-37
COc1ccc(OC)c(S(=O)(=O)NC2CCSc3ccccc32)c1 (stereo not given)	-0.2	0.1	3	-6	22	-0.4	-0.2	4	3
Cc1ccc(S(=O)(=O)N2CCN(C(=O)c3cccs3)CC2)cc1	0.3	-0.8	-14	-6	7	-0.3	-1.7	-6	1

The results go on.
Structure	TcdB inh	BoNT A protease	CCHF vOTU inh	BoNT F protease	Yp Topo-I inh	PfHsp40 rescue	FadD28 FP inh	Anthrax LF inh2	PrPC surface inh
COc1ccc(OC)c(-c2cc(C(=O)NCc3cccs3)no2)c1	nt	-1.0	1	-6	0	0.4	-0.3	-2	-3
CCC1CCCCN1C(=O)c1cc(S(=O)(=O)N2CCOCC2)ccc1C (stereo not given)	0.8	-0.6	-7	-5	4	0.2	1.7	1	3
O=C(/C=C/c1ccco1)OCC(=O)c1ccc(OC(F)F)cc1	0.5	-0.7	22	-6	5	0.6	-0.6	4	2
CCn1c(-c2ccco2)nc2ccccc21	nt	0.8	5	7	-6	-1.9	-3.7	-2	4
Cc1cccc(NC(=O)Cn2c(=O)n(CCC(=O)NC3CCCC3)c(=O)c3ccccc32)c1	nt	-0.8	-5	-3	5	-0.6	-0.2	-7	-4
COc1ccc(NC(=O)C2CCN(c3ncnc4c3nc3n4CCCCC3)CC2)cc1Cl	1.2	-0.8	0	0	10	-1.4	-6.8	-3	0
O=C(Nc1ccc(Cl)cn1)c1ccccc1-c1ccccc1	0.7	-0.6	-4	-6	4	nt	-1.2	-2	1
c1ccc(-c2cc3c(-n4cccc4)ncnc3o2)cc1	nt	-0.2	8	-2	6	2.5	-3.4	-2	-2
COc1ccccc1-c1nc(-c2ccncc2)no1	nt	0.5	1	10	7	3.3	-2.4	-16	7
O=C(NCC(=O)N(c1ccccc1)C(C(=O)NCC1CCCO1)c1ccccc1)c1ccco1 (stereo not given)	nt	0.8	-3	13	-1	-0.2	-0.2	-2	4
COc1ccc(NC(=S)NCc2cccnc2)cc1OC	-0.9	0.5	-4	2	-16	0.5	-0.6	2	-1
N=c1c(C(=O)NCC2CCCO2)cc2c(=O)n3ccccc3nc2n1Cc1ccccc1 (stereo not given)	-0.1	2.6	-375	-1	-2	0.3	-1.6	2	-51
O=C(CSc1nc(-c2ccco2)cc(C(F)(F)F)n1)NN1CCOCC1	-1.6	0.5	-4	-4	12	-0.6	1.5	2	3
Cc1ccsc1/C=C/c1n[nH]c(=O)c(C#N)c1C	-2.6	-3.3	10	-30	1	-0.3	-2.5	16	-36
COc1ccc(OCC(=O)NCC(c2ccc(OC)cc2)N2CCCCC2)cc1 (stereo not given)	0.3	1.9	-5	-2	-2	1.1	-3.8	4	-1
Cc1ccccc1OCC(=O)N/N=C/c1ccc2c(c1)OCCO2	nt	0.1	5	-3	18	1.0	-0.3	-5	-6
Cc1ccc(-c2nc(CN(C)C(C3CC3)C3CC3)c(C)o2)cc1	0.8	0.7	9	0	-9	-0.3	-3.4	0	-4
Cc1ccc(NC(=O)C(C)c2cccc(C(=O)c3ccccc3)c2)cc1O (stereo not given)	0.4	0.1	8	2	-10	-0.8	-0.4	0	13
COc1ccc(C2(CNC(=O)c3ccc(Br)o3)CCOCC2)cc1	nt	-0.9	-4	-2	-2	0.2	-1.2	-6	-1
COc1ccc(F)cc1S(=O)(=O)NCCN1CCOCC1	1.9	-1.2	-8	-9	-3	-1.6	-4.0	-8	2
Cc1ccccc1NS(=O)(=O)c1ccc2c(c1)NC(=O)CCS2	1.8	-0.2	0	-3	-7	0.3	-2.5	1	0
CCN(C[C@H]1N[C@@](Cc2ccccc2)(C(=O)OC)[C@H]2C(=O)N(Cc3ccccc3)C(=O)[C@@H]12)S(=O)(=O)c1ccc(C)cc1	0.2	-0.5	-1	2	3	-0.4	0.5	-2	-5
Cc1ccc(Cl)cc1-c1cc(C(=O)NCc2ccc(C(F)(F)F)cc2)[nH]n1	1.0	0.1	13	0	-10	nt	-0.5	4	-1
Cc1ccccc1Cn1cc(NC(=O)c2noc(C(C)C)c2[N+](=O)[O-])cn1	0.9	-4.2	14	1	3	0.6	0.5	-2	3
O=C1NN=C2CCCCCCC12 (stereo not given)	11*	-0.7	7	-15	1	nt	-1.4	-6	-4
C=C1C(C(=O)Nc2cccc(OC)c2)C1C(=O)Nc1cccc(OC)c1 (stereo not given)	0.2	-0.3	1	1	-11	-0.1	-2.3	2	2
CCCCNc1nc2c(-c3ccccc3)nnn2c2ccccc12	0.1	-0.9	-10	0	1	-1.2	-2.6	-7	12
O=c1cc(N2CCN(Cc3ccccc3)CC2)[nH]c(=O)n1-c1ccc(Br)cc1	0.1	0.1	1	-6	5	-1.3	-2.2	-10	-7
CCN(CC)CCN(C(=O)CCS(=O)(=O)c1ccccc1)c1nc2cc3c(cc2s1)OCO3	0.8	-2.2	-10	-3	3	1.1	-5.3	2	3
CC(C)CCNC(=O)NC(=O)CSc1nnc(COc2ccccc2Cl)o1	nt	0.7	18	-13	20	3.9	-2.2	-6	9

Random draw from the library (roughly 2.3% active in at least one column).
